ERG Ets-DNA blk: qHTS for Small Molecule Inhibitors of the ERG Ets/DNA interaction | Transcriptional regulator ERG (Homo sapiens), P11308 | fluorescence polarization, His-ERG Ets domain / labelled DNA | Potency, µM (titrated, usually from 76.9 µM), for inactives: top-dose FP activity, negative = inhibition, actives largely listed as inhibitors | 370,000 tested, 0.028% active | AID 624246, 2012; active = well fitted inhibition curve with a large enough effect in the polarisation, with a control signal flat; inconclusive = small, poorly fitted or top-dose-only effect, or effect the other way, or a change in a side signal; inactive = no such curve, though single readings can be large or run the other way; the % refers to the polarisation;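 note: polarization taken with two DNA probes labelled with fluorescein and Texas red; potency is the fitted concentration of half-maximal effect; % of control where 0% means no effect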
Target sequence (P11308 whole entry, looked up, the tested form may be a part): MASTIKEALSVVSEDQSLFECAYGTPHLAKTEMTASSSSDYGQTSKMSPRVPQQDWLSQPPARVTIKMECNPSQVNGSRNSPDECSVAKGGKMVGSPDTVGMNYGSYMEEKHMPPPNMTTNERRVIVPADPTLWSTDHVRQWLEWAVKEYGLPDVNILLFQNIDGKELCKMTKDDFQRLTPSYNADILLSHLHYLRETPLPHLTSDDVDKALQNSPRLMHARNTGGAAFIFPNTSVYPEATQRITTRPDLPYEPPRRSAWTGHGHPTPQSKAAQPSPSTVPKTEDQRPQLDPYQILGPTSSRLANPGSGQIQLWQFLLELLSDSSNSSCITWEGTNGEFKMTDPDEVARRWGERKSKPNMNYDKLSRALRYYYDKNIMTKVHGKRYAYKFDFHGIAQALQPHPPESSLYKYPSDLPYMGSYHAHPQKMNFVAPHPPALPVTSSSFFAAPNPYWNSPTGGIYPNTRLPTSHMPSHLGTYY
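His-tagged ERG Ets domain (1 uM in the protein solution; 300mM KCl, 50mM Tris-HCl, 1mM EDTA, 1mM DTT, pH 7.5) received compound, then a probe mix of 5 nM fluorescein-DNA and 100nM Texas-615-DNA. Fluorescence polarization was read for both dyes.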
POLK inh: qHTS for Inhibitors of Polymerase Kappa; Potency, µM (doses to about 107 µM), without a hit: top-dose activity, negative = inhibition, actives largely listed as inhibitors; purified Pol kappa, fluorescent DNA synthesis assay, 10 min; 400,000 tested, 0.53% active; note: potency is the fitted concentration of half-maximal effect; % is set by controls: 0 for no effect and ±100 for the full control effect
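10 nM Pol kappa preincubated 15 min at room temperature with compounds, then reaction started with substrate at 50 nM final. Fluorescence read kinetically at 0 and 10 min; buffer-only wells served as negative control.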
LDHA inh: qHTS assay for inhibitors of human lactate dehydrogenase; L-lactate dehydrogenase A chain (Homo sapiens), P00338; AID 1347041, 2019; activity change, % (values are at about 110 or 230 µM); 480,000 tested, 0.15% active; purified LDHA, NADH/diaphorase-resazurin fluorescence; stronger effect = lower value; in the data active = activity change below about -30%; inconclusive = mostly about -25% to -30%;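 note: plate controls were DMSO wells for no effect and wells without enzyme for full effect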
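Enzyme activity of human lactate dehydrogenase 5 (2 nM; 0.06 mM NADH, 0.2 mM pyruvate, 5 min, RT) is measured via a resazurin/diaphorase fluorescence readout of residual NADH.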
Pol eta inh: qHTS for Inhibitors of Polymerase Eta; DNA polymerase eta (Homo sapiens), Q9Y253; recombinant Pol eta, fluorescent DNA replication assay; Potency, µM (series often up to 114 µM), without a hit: top-dose activity change, negative = inhibition, usual class: inhibitors; 390,000 tested, 1.2% active; note: potency is the fitted concentration of half-maximal effect; % is set by controls: 0 for no effect and ±100 for the full control effect
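Pol eta (10 nM) was preincubated with compounds for 15 min at room temperature, after which fluorescent replication substrate (50 nM final) was added to start the reaction. Fluorescence was read kinetically at 0 and 10 min.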
APE1 inh: qHTS Assay for Inhibitors of the Human Apurinic/apyrimidinic Endonuclease 1 (APE1). AID 2517, 2012. recombinant APE1, TAMRA/BHQ-2 abasic DNA cleavage fluorescence. Potency, µM (top dose mostly 65.8 µM), without a hit: at the highest dose activity change, negative = inhibition, hits mostly inhibitors. 350,000 tested, 0.35% active. DNA repair nuclease/redox regulator APEX1 (Homo sapiens), P27695;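 note: potency is the fitted concentration of half-maximal effect; plate controls were vehicle for no effect and reference inhibitor for full effect; nearly all actives have a fitted effect of over 55% in size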
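Enzyme (0.75 nM final) and test compound are incubated 15 min at room temperature before adding 50 nM quenched THF abasic-site duplex. Cleavage dequenches TAMRA, followed at 525/598 nm over three reads one minute apart.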
Pol beta inh: qHTS Assay for Inhibitors of DNA Polymerase Beta | P06746 | Pol beta primer extension/strand displacement, fluorescence kinetic | Potency, µM (series often up to 114 µM), for the others: at the highest dose activity change, negative = inhibition, hits mostly inhibitors | 340,000 tested, 1.3% active | AID 485314, 2010; note: potency is the fitted concentration of half-maximal effect; % is set by controls: 0 for no effect and ±100 for the full control effect
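Values derive from four-parameter Hill fits of normalized kinetic data: reads at 0 and 10 min following addition of 50 nM substrate to 10 nM Pol beta preincubated 15 min with compound.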
RGS4 inhibitor: Inhibitors of Regulator of G Protein Signaling (RGS) 4: qHTS. AID 504845, 2011. Potency, µM (titrated, usually from 114 µM), without a hit: top-dose activity change, negative = inhibition, hits mostly inhibitors. Transcreener GDP fluorescence polarization, RGS4-accelerated GTP hydrolysis. 390,000 tested, 0.039% active; note: potency is the fitted concentration of half-maximal effect; % is set by controls: 0 for no effect and ±100 for the full control effect; nearly all actives have a fitted effect of over 75% in size; some results filed as inactive show a strong effect at the top dose
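MLSMR compounds (23 nl, pin-transferred) preincubated 10 min at room temperature with a 500nM (2x) first reagent, then RGS4 at 900nM (2x) plus Transcreener GDP mix added; fluorescence polarization (620/688 nm) read before and after 90 min at 30 °C.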
Apoferritin bind: qHTS Assay for Identification of Novel General Anesthetics; Ferritin light chain (Equus caballus), P02791; apoferritin/1-aminoanthracene competitive binding, fluorescence; Potency, µM (highest dose often 77.5 µM), inactives show at the highest dose activity change, negative = displacement, hits mostly inhibitors; 350,000 tested, 0.074% active; AID 485281, 2010; note: potency is the fitted concentration of half-maximal effect; % is set by controls: 0 for no effect and ±100 for the full control effect; nearly all actives have a fitted effect of over 20% in size
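Concentration-response curves derived by four-parameter Hill fitting of normalized fluorescence, where compounds displaced 1-AMA from 10 uM horse apoferritin following a brief 10 min room-temperature incubation; propofol titration acted as positive control.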
12-LOX inh: Primary qHTS assay for inhibitors of human arachidonate 12S-lipoxygenase (ALOX12): Round 2; Polyunsaturated fatty acid lipoxygenase ALOX12 (Homo sapiens), P18054; purified 12hLO, xylenol orange hydroperoxide absorbance; Potency, µM (series often up to 108 µM), inactives show at the highest dose activity change, negative = inhibition, actives largely listed as inhibitors; 580,000 tested, 1.1% active; AID 1671190, 2021; note: potency is the fitted concentration of half-maximal effect; % is set by controls: 0 for no effect and ±100 for the full control effect
Target sequence (P18054 whole entry, looked up): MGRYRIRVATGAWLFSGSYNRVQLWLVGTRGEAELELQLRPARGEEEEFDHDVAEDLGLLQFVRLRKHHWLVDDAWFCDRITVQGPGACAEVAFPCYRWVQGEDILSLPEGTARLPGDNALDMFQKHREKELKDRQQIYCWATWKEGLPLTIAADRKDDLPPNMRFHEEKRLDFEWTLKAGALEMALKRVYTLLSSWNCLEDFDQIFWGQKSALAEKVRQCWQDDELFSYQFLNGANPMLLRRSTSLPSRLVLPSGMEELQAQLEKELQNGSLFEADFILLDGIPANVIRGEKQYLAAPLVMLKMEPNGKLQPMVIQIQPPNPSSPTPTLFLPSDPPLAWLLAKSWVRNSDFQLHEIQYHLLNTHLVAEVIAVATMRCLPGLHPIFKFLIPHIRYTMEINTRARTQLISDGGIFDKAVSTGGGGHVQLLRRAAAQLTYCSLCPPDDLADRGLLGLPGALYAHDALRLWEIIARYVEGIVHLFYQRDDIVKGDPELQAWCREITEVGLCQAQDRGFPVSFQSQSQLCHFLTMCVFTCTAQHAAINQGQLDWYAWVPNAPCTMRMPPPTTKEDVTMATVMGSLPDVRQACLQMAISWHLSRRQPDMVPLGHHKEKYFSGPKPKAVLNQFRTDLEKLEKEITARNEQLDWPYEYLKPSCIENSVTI
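Purified human 12hLO at 150 nM in 25 mM Hepes, 0.01% Triton X-100, pH 7.0, preincubated 15 min at room temperature with compound. Reaction started with 40 uM arachidonic acid, 30 min at room temperature. Hydroperoxide measured by Fe-xylenol orange, 573/405 nm absorbance ratio.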
Active calls of the source: *; ? = inconclusive; · = no result given; & = joins results of further samples; [ ] = remark or other dose. Unless noted, calls come from the whole dose curve; as a rule, active = well fitted curve in the direction sought with a large enough effect; inconclusive = small, poorly fitted or top-dose-only effect, or another doubt; inactive = no such curve, though single readings can be large; an effect the other way counts as inactive or inconclusive. Not all compounds are listed; count on the stated rates, not on these rows.

SMILES	ERG Ets-DNA blk	POLK inh	LDHA inh	Pol eta inh	APE1 inh	Pol beta inh	RGS4 inhibitor	Apoferritin bind	12-LOX inh
O=C(c1ccc(Cl)cc1)N1CCCOC1	7%	-21%	-7	4%	0%	22%	-4%	-3%	?
N#CCc1ccc(NC(=O)c2ccccc2C(=O)Nc2ccc(CC#N)cc2)cc1	-11%	4%	-6	-14%	9%	24%	-12%[56.9 µM]	3%	-1%
CCOc1ccc(OCC)c(S(=O)(=O)n2cc(C)nc2CC)c1	3%	-21%	-3	-10%	-1%	5%	0%	-2%	-12%
C=CCn1c(SC2CCOC2=O)nc2scc(C3CC3)c2c1=O (centres undefined)	7%	-8%	-2	-15%	-3%	?	-23%	-19%	0%
Cc1ccc2c(C)c(C(=O)N(C)CCC3CCCCO3)oc2c1C (centres undefined)	-10%	5%	5	-16%	12%	-7%	-13%	-13%	?
CCCCCOc1ccc(NC(=O)Cc2csc(C)n2)cc1	0%	-11%	1	-17%	·	-3%	-21%	?	3%
Cc1ccc(Nc2nc(-c3ccc(C)cc3)c(CC(=O)O)s2)cc1	-11%	1%	12	2%	-2%	-27%	-34%	-23%	40µM*
O=C(NNc1ccc([N+](=O)[O-])cc1[N+](=O)[O-])C1C2CCCCC21 (centres undefined)	7%	-1%	-4	0%	3%	5%	17%	3%	-7%
CCOc1ccc(C(C)NC(=O)C2CCC2)cc1 (centres undefined)	16%	1%	-2	-12%	6%	46%	0%	-11%	4%
CCOC(=O)c1c(NC(=O)c2cc(OC)c(OC)c(OC)c2)sc2c1CCCC2	3%	3%	-1	-12%	·	1%	-15%	-4%	-6%
CC(=O)/C=C/c1ccccc1Oc1c(F)c(F)nc(F)c1F	-4%	-7%[60.1 µM]	-7	-9%	-7%	55%	3%	-9%	-3%
COc1ccccc1-c1nnc2n1N=C(c1ccc(OC(F)F)c(OCC3CC3)c1)CS2	·	?	1	-1%	19%&-6%	·	5%	·	33%
O=C(Nc1cccc(S(=O)(=O)N2CCCCC2)c1)c1ccc2ncsc2c1	5%	-8%	-11	-9%	2%	-1%	-13%	-9%	?
COc1cc(C2C(C(N)=O)=C(C)Nc3nc(CCCO)nn32)cc(OC)c1OC (centres undefined)	-5%	-15%	-7	-24%	5%	2%	12%	-6%	1%
CC1CCN(c2nn3c(=O)c(C(=O)NCCc4ccccc4)cnc3s2)CC1	-1%	4%	-1	0%	·	3%	2%	0%	1%
COc1ccc(CNC(=O)Cc2ccc(NC(=O)N3CCSc4ncccc43)cc2)cc1OC	4%	-15%	-9	6%	·	0%	6%	5%	-24%
C=CCn1c(SCc2ccc([N+](=O)[O-])cc2)nnc1C(C)NC(=O)c1ccccc1 (centres undefined)	-4%	-2%	-1	-1%	1%	6%	0%	-11%	-24%
COc1ccc(N(C(=O)c2snc(C(N)=O)c2N)C(C(=O)NCC2CCCO2)c2ccc(C)o2)cc1OC (centres undefined)	17%	-12%	14	1%	2%	1%	10%	5%	1%
COc1cccc(OC)c1-c1nn2c(-c3cc(-c4ccccc4)n[nH]3)nnc2s1	3%	28µM*	-8	6.3µM*	?	?	?	?	0%
Cc1ccc(C(=O)Nc2cc(Cl)ccc2-n2cncn2)s1	11%	-2%	-7	4%	2%	·	21%	·	-1%

Continued, starting with the last three of the part before.
SMILES	ERG Ets-DNA blk	POLK inh	LDHA inh	Pol eta inh	APE1 inh	Pol beta inh	RGS4 inhibitor	Apoferritin bind	12-LOX inh
COc1ccc(N(C(=O)c2snc(C(N)=O)c2N)C(C(=O)NCC2CCCO2)c2ccc(C)o2)cc1OC (centres undefined)	17%	-12%	14	1%	2%	1%	10%	5%	1%
COc1cccc(OC)c1-c1nn2c(-c3cc(-c4ccccc4)n[nH]3)nnc2s1	3%	28µM*	-8	6.3µM*	?	?	?	?	0%
Cc1ccc(C(=O)Nc2cc(Cl)ccc2-n2cncn2)s1	11%	-2%	-7	4%	2%	·	21%	·	-1%
COC(=O)c1cccc(NC(=O)CSc2nnc(C)o2)c1	15%	3%	-1	-8%	22%	9%	-4%	-3%	2%
O=C(CSc1ccc2ccccc2c1)Nn1cnnc1	-3%	1%	-1	-3%	0%	-2%	17%	-3%	0%
c1ccc(-c2noc(CSc3nc4ccccc4o3)n2)cc1	0%	-7%	-2&-4	-21%	-3%	13%	-12%	-20%	0%&10%
Cc1ccc(S(=O)(=O)NC(=S)c2ccccc2)cc1	1%	-1%	9	-22%	·	·	-2%	·	?
CCOc1ccc(NC(=O)CSc2nncc(=O)[nH]2)cc1	12%	-10%	-2	-6%	50%	34%	-16%	-4%	-4%
Cn1c(C(=O)OCC(=O)NCC2CCCO2)cc2sccc21 (centres undefined)	·	-5%	-10	9%	8%	13%	-6%	-6%	7%
COc1ccc(S(=O)(=O)N2CCOCC2)cc1NS(=O)(=O)/C=C/c1ccccc1	0%	-9%	-4	-15%	-4%	8%	-7%	-7%	6%
CN(CC(=O)Nc1ccc(Cl)c(S(=O)(=O)N2CCOCC2)c1)C(=O)c1cccs1	-3%	-8%	-11	-6%	21%	·	-20%	·	25%
COc1ccc(F)cc1CN1CCN(CC(=O)N2CCc3ccccc32)CC1	-2%	-2%	-2	-23%	-6%	5%	9%	5%	-2%
COc1ccccc1NC(=S)NNC(=O)c1ccc(Cl)cc1Cl	-1%	3%	-4	-9%	2%	-1%	-41%	-4%	0%
CCCC(=O)NC(=S)Nc1ccc(Cl)cn1	1%	-19%	-3	-1%	1%	1%	1%	?	-16%
COc1ccccc1NS(=O)(=O)c1cc(NC(=O)c2ccc(NC(C)=O)cc2)ccc1N1CCOCC1	0%[15.4 µM]	-4%	-1	-25%	·	·	?	·	?
COc1ccc(NC(=O)CNC(=O)Cn2cnc3sc(C)c(C)c3c2=O)cc1OC	-3%	4%	-8	-16%	3%	32%	12%[11.4 µM]	-3%	3%
Cc1cccc(C(=O)NC(=S)NCc2ccccc2)c1	-12%	-6%	-1	-27%	·	·	-5%	·	?
CCOC(=O)c1cc2n(n1)C(C(F)(F)F)CC(C)N2 (centres undefined)	12%	-5%	-3	4%	0%	21%	14%	6%	141%[activator]
CCC(=O)NC(=S)Nc1ccc(S(=O)(=O)NC(C)=O)cc1	7%	-3%	-5	3%	3%	1%	-3%	-7%	-2%
CCOC(=O)c1cccc(NC(=O)N2CCC(CN3CCCCCC3)CC2)c1	1%	-2%	5	-17%	·	23%	-38%	?	?
CC(C)NC(=O)CSc1nc(Cc2ccccc2)nc2ccccc12	-11%	-10%	-5	8%	8%	-25%	10%	-9%	-1%
O=C(COC(=O)c1n[nH]c2ccccc12)NCCc1ccccc1	-8%	-3%	-6	-21%	-5%	·	2%	·	-4%
Cc1c(C(=O)NCc2ccccn2)oc2ccc(S(=O)(=O)N3CCC4(CC3)OCCO4)cc12	3%	-4%	-8	-4%	-2%	-1%	-9%	-22%	1%
O=C1NCCCCC1NS(=O)(=O)c1ccc(F)c(F)c1 (centres undefined)	-1%	4%	0	4%	-2%	25%	-11%	4%	205%[activator]
CCOC(=O)C[C@H]1c2cc(F)ccc2S(=O)(=O)N1C(C)(C)C	7%	-12%&-13%	-2	-15%	·	·	18%	·	3%
O=C1N=C(N2CCOCC2)S/C1=C\c1cccnc1	-1%	3%	-7	-10%	-2%	9%	-12%	-3%	39%[activator]
COc1cc(C(C(=O)NCc2ccccc2)N(Cc2ccco2)C(=O)c2cnccn2)cc(OC)c1OC (centres undefined)	5%	-5%	-3	-15%	-5%	1%	-2%	-5%	0%
CN(C(=O)c1ccc(NC(=O)Cc2ccc(NC(=O)C3CCCN(C(=O)c4ccccc4)C3)cc2)cc1)C1CCCC1 (centres undefined)	-2%	-12%	-1	-8%	·	·	22%	·	21%
O=C(N1CCOCC1)N1c2ccccc2CC(N2CCOCC2)c2ccccc21 (centres undefined)	0%	-17%	4	-13%	17%	-6%	-7%	-4%	21%
CC(C)C(=O)OC1=CN(Cc2ccccc2)S(=O)(=O)c2ccccc21	5%	-5%	-1	-22%	·	3%	0%	5%	-4%
O=C1C=C(NC2CCCCC2)CCC1	10%	-12%	-9	?	10%	·	-1%	·	0%
Cn1c2ccccc2c2nnc(SCC(=O)Nc3cccc(O)c3)nc21	2%	-11%	-1	1%	8%	-3%	-1%	-15%	?
Cc1cc(C)cc(OCc2nnc(SCC(=O)N3CCN(c4ccccc4)CC3)o2)c1	4%	-23%	-6	0%	3%	-19%	-10%	3%	0%
O=S1(=O)CCC(NS(=O)(=O)c2ccc3ccccc3c2)C1 (centres undefined)	6%	-9%	-7	-2%	33%	-3%	5%	-1%	5%
O=C(Cc1ccc(S(=O)(=O)N2CCOCC2)s1)NCC(=O)Nc1ccccc1Br	·	3%	-4	-3%	3%	·	-3%	·	-3%
COc1cccc(C(=O)CSc2nc3ccccc3n2CC(=O)N2CCOCC2)c1	2%	3%	-4	-6%	-1%	1%	-5%	-17%	-23%

Screens from PubChem.
